Screening results from PubChem.
KLF5 inhibitor – KLF5 expression inhibitors, primary screen, DLD-1 cells, luminescence | DLD-1 KLF5 promoter-luciferase reporter | inhibition, % at 5 µM | hit rate 0.23% among 290,000 | AID 1700, 2009;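 active = inhibition above a per-plate limit of that plate's mean compound inhibition plus 3 SD, cut at about 60% in these data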;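 also: 0% = DMSO wells and 100% = LY294002 at 200 µM; higher means less KLF5 promoter-driven luciferase light; inactives centre near -14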
HSP90 refold inh – HSP90 inhibitors, primary screen, cell lysate, luminescence; AID 1789, 2009; inhibition, % at 5.6 µM; Rabbit reticulocyte lysate, luciferase refolding luminescence, 3 h; hit rate 0.91% among 290,000; Heat shock protein HSP 90 (rabbit reticulocyte lysate; luciferase refolding);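 active = inhibition above the screen-wide mean plus 3 SD, computed separately per campaign, cut at about 16% in these data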;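 also: 0% = DMSO wells and 100% = 60 µM geldanamycin wells; inhibitors lower the luminescence because luciferase stays unfolded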
aSyn 5UTR inh – MLPCN primary screen, SNCA 5' untranslated region; inhibition, % (tested at 7.5 µM); alpha-synuclein 5'UTR reporter, inhibitor activity; AID 1813, 2009; hit rate 0.82% among 300,000; in the data active = inhibition above about 60%;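 also: H4 neuroglioblastoma cells stably carrying SNCA 5'UTR luciferase fusion; 0% = DMSO wells and 100% = positive control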
HSF1 inh – HSF1 inhibitors in luciferase reporter cells, primary screen, cell-based, NIH3T3, luminescence | NIH3T3-HGL HSE-luciferase, MG132-induced, luminescence 8 h; stronger effect = lower value | activity change, negative = inhibition, % at 7.5 µM (by protocol) | hit rate 0.77% among 300,000;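 active = more than half of replicate wells show activity change below -50%, luminescence cut by over half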;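 also: luciferase reports HSF-1 transcriptional activity via heat shock element; 0% = median of DMSO wells and -100% = zero luminescence signal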
GSK3B inh – human GSK3beta kinase inhibitors, primary screen, biochemical, cell-free homogeneous, HTS. GST-GSK3beta kinase, ADP-Glo luminescence, 60 min; stronger effect = lower value. activity score (negative = inhibition), % at 10 µM. hit rate 0.038% among 300,000. AID 2097, 2009;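 active = more than half of replicate wells score below -50%, meaning over 50% inhibition versus plate controls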;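 also: 0% = median DMSO wells and -100% = median GW8510 positive control wells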
Target sequence (P49841 whole entry, looked up): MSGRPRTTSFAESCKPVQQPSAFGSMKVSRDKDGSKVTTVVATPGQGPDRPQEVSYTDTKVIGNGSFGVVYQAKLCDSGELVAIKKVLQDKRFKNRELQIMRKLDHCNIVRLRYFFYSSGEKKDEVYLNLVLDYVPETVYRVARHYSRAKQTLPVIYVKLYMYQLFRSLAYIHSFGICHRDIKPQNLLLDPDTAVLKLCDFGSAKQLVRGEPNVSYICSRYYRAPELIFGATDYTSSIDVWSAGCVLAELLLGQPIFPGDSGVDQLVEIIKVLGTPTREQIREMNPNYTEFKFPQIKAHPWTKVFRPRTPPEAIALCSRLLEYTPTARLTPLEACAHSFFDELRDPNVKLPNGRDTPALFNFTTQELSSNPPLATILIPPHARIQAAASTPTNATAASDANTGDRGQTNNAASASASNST
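Test system: GST-tagged human GSK3beta kinase, cell-free; evaluation: activity score scaled between in-plate DMSO and GW8510 controls; measured by: ADP-Glo luminescence; incubation: 60 min reaction, RT; benchmarks: DMSO and 20 µM GW8510; reagent: peptide substrate plus 25 µM ATP (final); medium: Tris/MgCl2 kinase buffer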
AI-2 QS modul – Vibrio harveyi AI-2 quorum sensing modulators, primary screen, JMH597 strain, luminescence/OD600 ratio | Vibrio harveyi JMH597 AI-2 luminescence/OD600 ratio, 9 h; stronger effect = lower value; strain lacks LuxN and CqsS sensors; 0 = neutral-control median | hit rate 0.4% among 300,000 | activity change, % at 7.5 µM; in the data active = activity change below about -75%, passing the limit was not always enough;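 also: luminescence divided by OD600 gain over 9 h not by final OD600 alone; inactives centre near 13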
HSF-1 act – HSF-1 activators, primary screen, NIH3T3-HGL cells, MG132 stress, luminescence, single point; hit rate 1.7% among 300,000; activation, % at 9 µM; NIH3T3-HGL HSF-1 luciferase reporter, 8 h; 100% = twice DMSO control signal; AID 504408, 2011;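 active = mean replicate activation of at least 50% with a set share of replicates each reaching 50%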;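 also: 0% = median of the neutral control wells and 100% = twice that signal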
IEC-6 tox – cytotoxicity in IEC-6 intestinal epithelial cells, primary screen, cytotoxicity control for KLF5 inhibitor project, cell-based, luminescence | IEC-6 cytotoxicity, luminescence viability | inhibition, % at 5 µM | hit rate 0.78% among 290,000 | AID 1825, 2009; in the data active = inhibition above about 22%;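 also: 0% = plate median of test compound wells and 100% = cytotoxic reference compound wells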
GSK3A inh – blockers of GSK3A enzyme activity – biochemical, luminescence, cell-free homogeneous, HTS, primary screen | Glycogen synthase kinase-3 alpha (Homo sapiens), P49840 | GSK-3 alpha kinase, ADP-Glo luminescence, 60 min | inhibition, % at 10 µM | hit rate 0.1% among 320,000 | AID 2650, 2010;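 in the data active = inhibition above about 50%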;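 also: GST-tagged GSK-3 alpha with peptide substrate and 25 µM ATP; 0% = DMSO neutral wells and 100% = GW8510 positive control wells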
Target sequence (P49840 whole entry, looked up): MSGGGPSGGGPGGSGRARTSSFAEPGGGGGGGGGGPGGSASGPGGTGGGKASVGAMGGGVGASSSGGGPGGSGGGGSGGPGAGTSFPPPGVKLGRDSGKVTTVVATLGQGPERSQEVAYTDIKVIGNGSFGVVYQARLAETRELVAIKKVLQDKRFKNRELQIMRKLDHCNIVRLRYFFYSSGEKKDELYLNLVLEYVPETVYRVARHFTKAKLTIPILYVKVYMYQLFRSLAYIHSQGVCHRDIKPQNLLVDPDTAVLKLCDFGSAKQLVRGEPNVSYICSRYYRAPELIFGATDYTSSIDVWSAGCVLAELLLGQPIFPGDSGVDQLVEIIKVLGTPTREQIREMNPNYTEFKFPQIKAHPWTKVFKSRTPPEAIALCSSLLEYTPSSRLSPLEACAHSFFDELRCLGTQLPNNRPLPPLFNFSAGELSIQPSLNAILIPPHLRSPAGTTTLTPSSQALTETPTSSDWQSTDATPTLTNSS
PolyA inhibitor – polyadenylation inhibitors in yeast reporter cells, primary screen, luminescence, S. cerevisiae | S. cerevisiae SKY197-pL101 polyadenylation reporter, beta-gal luminescence; efflux-impaired pdr1/pdr3 knockout yeast; score 100 = 6 SD above DMSO | calls only at 12 µM | hit rate 0.02% among 300,000 | AID 1875, 2009;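 active = lowest replicate activity score at least 50, where 100 means six control SD above control mean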;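 also: yeast exposed to compound for 9 h at 30 °C; higher score means more reporter readthrough which indicates perturbed polyadenylation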
Starred values were filed as active, the others as inactive; i = inactive; x = no result given. The list is partial; count on the stated rates, not on these rows.

canonical_smiles	GSK3A inh	AI-2 QS modul	KLF5 inhibitor	HSF1 inh	HSP90 refold inh	aSyn 5UTR inh	GSK3B inh	PolyA inhibitor	IEC-6 tox	HSF-1 act
CC(=O)N1N=C2C3CCN(CC3)C2C1c1ccc(C)cc1 (stereo unspecified)	-1	26	-10	-3	4	-3	-4	i	-2	-5
CCCC1(CCC)C(=O)NC(=Nc2ccccc2)NC1=O	-3	-2	-37	-5	1	4	-1	i	2	-12
Nc1c([N+](=O)[O-])cc(F)c(N2CCNCC2)c1Br	-3	21	-10	-6	1	-3	-3	i	-2	-1
c1ccc2c(CN3CCN(C4CCCCC4)CC3)c[nH]c2c1	0	2	-2	-9	1	2	0	i	1	-8
COc1cc(N2CCOCC2)ccc1C=C1C(=O)NC(=O)NC1=O	-1	0	1	1	1	6	-23	i	5	17
CC(Cc1ccccc1)NCC(=O)Nc1cc(N(C)C)nc2ccccc12 (stereo unspecified)	1	19	-22	24	3	-50	-3	i	6	58*
Cc1ccc(S(=O)(=O)Oc2ccccc2C=C2C(=O)N(C)C(=O)N(C)C2=O)cc1	-2	-14	-48	-3	2	-50	-1	i	-6	-3
Cc1sc2ncn(CC(=O)NCC(=O)N3CCC4(CC3)OCCO4)c(=O)c2c1C	-1	2	-19	-4	-1	-8	-1	i	-4	-27
CN1CCc2nc(SCC(=O)OC(C)(C)C)c(C#N)cc2C1	-5	-1	x	20	x	-281	-2	i	x	22
N#CCCn1cc(C(=O)NCc2ccccc2)c(-c2ccccc2)n1	1	27	-32	1	-4	-10	-1	i	-7	6
CCOP(=O)(OCC)C(NC(=O)c1ccc(C)cc1)=C(Cl)Cl	-1	30	15	-3	6	-8	-1	i	4	7
Fc1ccc(NC2=NCCS2)cc1Cl	1	10	-37	-8	7	24	3	i	-5	4
Cc1nc2cc(C(F)(F)F)ccc2n1C1CCN(Cc2nnnn2Cc2ccc3c(c2)OCO3)CC1	x	15	-7	10	2	33	-15	i	2	0
Cc1ccccc1-n1c(O)c(/C=N/NC(=O)c2ccncc2)c(=O)[nH]c1=O	1	12	-30	-3	3	5	1	i	-2	-15
O=C(CN1CC=C(c2ccccc2)CC1)NC(=O)NCc1ccco1	0	8	-27	2	-1	-8	0	i	-4	-4
Cc1cc(OCC(=O)NCc2cccnc2)c2c3c(c(=O)oc2c1)CCCC3	22	23	-19	9	-1	9	0	i	3	13
Cc1cc(N2C(=O)C3CCCN3C2c2sccc2C)no1 (stereo unspecified)	-2	11	-18	-12	1	-43	-2	i	-4	-12
CCOc1ccc(-n2c(CC)nc3ccccc3c2=O)cc1	-1	-8	1	-1	-4	-4	-1	i	-5	13
CN1CCN(c2c(F)cc([N+](=O)[O-])c(N)c2Br)CC1	1	-1	-4	7	-2	-28	-2	i	1	20
COCCCn1c(N)c(C(=O)NCc2ccco2)c2nc3ccccc3nc21	13	7	-23	-2	21*	42	-9	i	-12	-3
Cc1cc(OCC(=O)NCC(O)c2ccccc2)c2c3c(c(=O)oc2c1)CCCC3 (stereo unspecified)	0	-2	-12	24	1	13	2	i	9	41
O=C(/C=C/c1ccc(F)cc1)NC(=S)N1C[C@H]2C[C@H](C1)c1cccc(=O)n1C2	1	8	-7	-5	-1	8	1	i	-3	-4
O=c1[nH]c(O)c(N=Nc2cc([N+](=O)[O-])ccc2O)c(=O)[nH]1	1	3	-17	-1	7	28	-4	i	11	-5
CCCCn1c(O)c(C(CC)=NCCCn2ccnc2)c(=O)[nH]c1=O	43	29	-15	1	0	18	-20	i	0	-4

Reprinted from the listing for reference:
canonical_smiles	GSK3A inh	AI-2 QS modul	KLF5 inhibitor	HSF1 inh	HSP90 refold inh	aSyn 5UTR inh	GSK3B inh	PolyA inhibitor	IEC-6 tox	HSF-1 act
CC(=O)N1N=C2C3CCN(CC3)C2C1c1ccc(C)cc1 (stereo unspecified)	-1	26	-10	-3	4	-3	-4	i	-2	-5
CCCC1(CCC)C(=O)NC(=Nc2ccccc2)NC1=O	-3	-2	-37	-5	1	4	-1	i	2	-12
Nc1c([N+](=O)[O-])cc(F)c(N2CCNCC2)c1Br	-3	21	-10	-6	1	-3	-3	i	-2	-1
c1ccc2c(CN3CCN(C4CCCCC4)CC3)c[nH]c2c1	0	2	-2	-9	1	2	0	i	1	-8
COc1cc(N2CCOCC2)ccc1C=C1C(=O)NC(=O)NC1=O	-1	0	1	1	1	6	-23	i	5	17
CC(Cc1ccccc1)NCC(=O)Nc1cc(N(C)C)nc2ccccc12 (stereo unspecified)	1	19	-22	24	3	-50	-3	i	6	58*
Cc1ccc(S(=O)(=O)Oc2ccccc2C=C2C(=O)N(C)C(=O)N(C)C2=O)cc1	-2	-14	-48	-3	2	-50	-1	i	-6	-3
Cc1sc2ncn(CC(=O)NCC(=O)N3CCC4(CC3)OCCO4)c(=O)c2c1C	-1	2	-19	-4	-1	-8	-1	i	-4	-27
CN1CCc2nc(SCC(=O)OC(C)(C)C)c(C#N)cc2C1	-5	-1	x	20	x	-281	-2	i	x	22

(listing goes on)
canonical_smiles	GSK3A inh	AI-2 QS modul	KLF5 inhibitor	HSF1 inh	HSP90 refold inh	aSyn 5UTR inh	GSK3B inh	PolyA inhibitor	IEC-6 tox	HSF-1 act
Cc1c2cnn(CC(=O)N3CCC4(CC3)OCCO4)c(=O)c2c(C)n1Cc1ccc(F)cc1	1	12	-34	3	2	-8	3	i	-5	-2
CCCCn1c(N)c(C(=O)OCCOC)c2nc3ccccc3nc21	0	x	-17	-2	0	-9	-2	i	-4	-1
CCCNC(=O)N1CCC2(CC1)OCCO2	-2	10	-5	-3	4	4	0	i	1	-15
CNC(=S)N1CCN(CCN=Cc2c(O)n(-c3ccc(C)cc3)c(=S)[nH]c2=O)CC1	11	3	-46	-3	4	11	-2	i	-1	-10
O=c1[nH]c(=O)n(-c2cccc3ccccc23)c(O)c1/C=N/N1CCCCC1c1cccnc1 (stereo unspecified)	-2	-5	-20	-1	-3	-1	0	i	-1	24
COc1ccc(N2C(=O)/C(=C/c3cccs3)C(=O)NC2=S)cc1	-4	0	-10	0	5	-27	0	i	3	24
O=C(Nc1ccccc1)c1cc([N+](=O)[O-])ccc1N1CCNCC1	-1	77	-20	-2	0	1	-2	i	4	23
O=C1NC(=O)C(=Cc2ccc(-c3ccc(S(=O)(=O)N4CCOCC4)cc3)o2)C(=O)N1	2	7	-9	1	-1	7	1	i	0	-10
CCC(=NC1CC1)c1c(O)n(-c2ccc(OC)cc2)c(=O)[nH]c1=O	-3	19	-10	-1	-2	7	-24	i	-1	22
O=C(CSC1c2ccccc2-c2ccccc21)N/N=C/c1ccccc1C(=O)O	1	53	-13	6	1	11	1	i	3	11
CCOc1ccc(CC2(CCc3ccncc3)C(=O)NC(=O)NC2=O)cc1	-2	14	2	1	1	0	5	i	2	11
O=C(N/N=C/c1c(O)n(CCc2ccc(F)cc2)c(=O)[nH]c1=O)c1ccncc1	6	29	-14	0	-2	34	1	i	-5	3
FC(F)(F)c1ccccc1CNCCc1c[nH]c2ccccc12	1	20	-8	-16	-2	26	-1	i	2	-14
Nc1c(C(=O)NCc2ccco2)c2nc3ccccc3nc2n1CCN1CCCCC1	4	12	-8	35	8	-103	-3	i	-2	41
CNC(=O)N(C)c1nnc(C(C)(C)C)s1	1	5	-41	-11	2	-16	2	i	0	4
O=c1[nH]c(=S)n(C2CC2)c(O)c1C=NCc1ccc(F)cc1	2	21	-15	3	14	3	-1	i	4	3
CC(C)NC(=O)Cn1cc(C(=O)c2ccccc2)c2ccccc21	-4	8	-35	3	-4	-2	-1	i	-8	-15
CCn1c(O)c(C=NCc2ccccc2)c(=O)[nH]c1=S	-3	6	-24	-1	-4	-5	0	i	-7	1
CC(C)(C)n1cccc1/C=C1\C(=O)NC(=O)N(c2ccccc2)C1=O	-2	3	-1	-8	-1	-5	0	i	-2	-4
CCC(=Nc1ccc(OC)cc1OC)c1c(O)n(C2CCCCC2)c(=O)[nH]c1=O	-1	26	-14	4	2	12	0	i	4	15
COc1ccc2[nH]cc(CCN)c2c1	5	x	-23	x	-3	x	x	x	-3	x
Nc1ccc2c(c1)oc1ccccc12	-2	-5	-43	-37	-3	-113	2	i	-8	-30
COc1cc([C@@H]2c3cc4c(cc3[C@@H](OC)[C@H]3COC(=O)[C@H]23)OCO4)cc(OC)c1O	-2	-2	x	12	x	33	0	i	x	26
CCC/C(=N\O)c1c[nH]c2ccccc12	1	17	-20	-3	-4	-5	-1	i	-1	-6
CC(C)N1OC2CC1c1nc3ccccc3n1C2 (stereo unspecified)	-2	11	x	0	x	-7	0	i	x	-17
O=C(Cc1ccccc1)NC(Cc1ccc(Cl)cc1)C(=O)O (stereo unspecified)	-5	28	5	0	3	2	2	i	7	-16
Cc1c(C=O)c2ccccc2n1Cc1ccc(F)cc1	-1	-1	-40	4	-4	26	-3	i	-2	22
CC(C)OP(=O)(OC(C)C)C(O)c1ccc(Br)cc1 (stereo unspecified)	-2	9	5	-6	-2	9	0	i	-7	3
CNC(=O)Oc1ccc(N(C)C)cc1C(C)C	1	11	-29	-3	0	9	1	i	-3	6
C=CCN1CC[C@]23c4c5ccc(O)c4OC2C(=O)CC[C@@]3(O)C1C5 (stereo partly specified)	-4	11	-1	-1	0	1	2	i	-1	-9
CN1CC(C(=O)c2ccccc2)C(c2ccccc2)C1 (stereo unspecified)	2	4	-21	4	0	6	-2	i	1	33
CC(=O)Cc1c[nH]c2ccccc12	4	14	-18	-91*	0	-18	-2	i	-1	-92
CCc1nnc(NS(=O)(=O)c2ccc(N=Cc3c(O)n(-c4ccccc4)c(=O)[nH]c3=O)cc2)s1	-1	-26	10	-4	3	-20	1	i	-1	-8
